# Screening data deposited in PubChem by Fisher Drug Discovery Resource Center.
# hcGAS inh: blocks human cGAS activity; Q8N884; recombinant h-cGAS, ATP depletion, Kinase-Glo luminescence; inhibition, % at 12.5 µM; 290,000 tested, 0.081% active; AID 1259398;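 further: 0% = vehicle reaction and 100% = reaction without DNA for no activity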
# Target sequence (Q8N884 whole entry, looked up): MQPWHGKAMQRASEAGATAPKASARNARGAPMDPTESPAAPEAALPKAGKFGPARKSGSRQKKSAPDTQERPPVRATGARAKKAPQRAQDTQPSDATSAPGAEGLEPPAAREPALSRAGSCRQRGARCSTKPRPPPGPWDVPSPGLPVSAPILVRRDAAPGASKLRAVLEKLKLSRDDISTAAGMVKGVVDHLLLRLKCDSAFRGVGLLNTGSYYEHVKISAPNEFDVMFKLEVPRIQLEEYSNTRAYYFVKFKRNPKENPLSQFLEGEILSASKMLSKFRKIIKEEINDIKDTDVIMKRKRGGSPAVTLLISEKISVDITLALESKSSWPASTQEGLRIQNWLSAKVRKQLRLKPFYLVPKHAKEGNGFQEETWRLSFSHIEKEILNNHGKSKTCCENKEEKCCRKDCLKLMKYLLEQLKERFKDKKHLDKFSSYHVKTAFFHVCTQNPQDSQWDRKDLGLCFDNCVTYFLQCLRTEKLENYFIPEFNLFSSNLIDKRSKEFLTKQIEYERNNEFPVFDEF
# NPYLR7 agonist: mosquito NPYLR7 agonism; HEK293T NPYLR7/Galpha15, GCaMP6s calcium fluorescence; activation, % at 10 µM; 270,000 tested, 0.15% active; AID 1259423; in the data active means activation above about 40%;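 further: 0% = vehicle and 100% = reference agonist at the receptor; some compounds past the cut are filed as inactive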
# mcGAS lum: mouse cGAS inhibition by luminescence | Q8C6L5 | recombinant cGAS, Kinase-Glo ATP depletion luminescence | inhibition, % at 12.5 µM | 160,000 tested, 0.15% active | AID 1259399;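 further: 0% = negative control wells and 100% = reference inhibitor with no enzyme activity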
# * marks the source's active call; other numbers are inactive results; . = not tested or not shown. Unless noted, no stated cut-off is given here; in the data, active means inhibition above about 40%; inactive means the rest.
# The opening four entries, to show the layout:
entry	mol	hcGAS inh	NPYLR7 agonist	mcGAS lum
1	Cc1ccnc(N2CCN(C(=O)c3ccccc3C3CCNC3)CC2)c1 (stereo not drawn)	1	-3	.
2	COc1ccc(-c2noc(COc3cc(C(F)(F)F)cc(C(F)(F)F)c3)n2)c(OC)c1	-8	0	-5
3	COC(=O)CCCC(=O)N1CCN(Cc2cc(=O)c(OCc3cccc(F)c3)co2)CC1	-9	1	-7
4	Nc1nc(N)c(N=O)c(OCC2CCCCC2)n1	-9	4	-9

# The whole of this part, from the first entry:
entry	mol	hcGAS inh	NPYLR7 agonist	mcGAS lum
1	Cc1ccnc(N2CCN(C(=O)c3ccccc3C3CCNC3)CC2)c1 (stereo not drawn)	1	-3	.
2	COc1ccc(-c2noc(COc3cc(C(F)(F)F)cc(C(F)(F)F)c3)n2)c(OC)c1	-8	0	-5
3	COC(=O)CCCC(=O)N1CCN(Cc2cc(=O)c(OCc3cccc(F)c3)co2)CC1	-9	1	-7
4	Nc1nc(N)c(N=O)c(OCC2CCCCC2)n1	-9	4	-9
5	COc1cccc(C2Nc3ccccc3C(=O)N2Cc2ccco2)c1OC (stereo not drawn)	1	1	.
6	Cn1c(=S)[nH]c2cc(C(=O)Nc3ccccc3OC(F)F)ccc2c1=O	-6	4	-6
7	COC(=O)CNC(=O)c1ccc(NC(=O)C23CC4CC(CC(NC(C)=O)(C4)C2)C3)cc1	-6	0	-6
8	Cc1ccc(S(=O)(=O)N2CCN(c3ccc(-c4cccnc4)nn3)CC2)s1	-5	1	.
9	CC(=O)N(c1ccc(C)c(C)c1)c1nc(CSc2nncn2C)cs1	-7	0	.
10	CNC(=O)[C@H]1CN(C(=O)NC2CCCC2)[C@]2(C)C(=O)N(CC(=O)N(C)C)c3ccccc3[C@H]12	12	2	-2
11	Cc1ccc(N2N3C(=O)OC4(C)CCC(C2(C)C)C34C)cc1 (stereo not drawn)	1	-4	.
12	CCc1ccc(CC)c(C(=O)Cn2cnc3sc4c(c3c2=O)CCC4)c1	-4	1	-8
13	Cc1nc2c(c(=O)n1C)CCN(Cc1cn[nH]c1-c1ccccc1)CC2	-3	-8	.
14	CCCC1CCC(c2ccc(-c3noc(-c4ccc([N+](=O)[O-])cc4)n3)cc2)CC1 (stereo not drawn)	11	-12	-3
15	COC(=O)c1c(N)n[nH]c1C	8	-6	0
16	COc1ccc(C(=O)N2CCC(Cc3ccc(-n4cccc4)cc3)CC2)c(OC)c1	-3	2	1
17	CCn1c(C(C)NC(=O)COc2ccccc2C#N)nc2ccccc21 (stereo not drawn)	-4	-1	-17
18	Cc1ccc(S(=O)(=O)c2nnn3c2nc(N2CCc4ccccc42)c2sccc23)cc1	-8	3	-3
19	CC1CCCN(c2nc3c(c(=O)[nH]c(=O)n3C)n2CCSc2nc3ccccc3o2)C1 (stereo not drawn)	0	0	.
20	O=C(Nc1ccccc1Br)N1CCc2nc(Cc3cccc(F)c3)nc(N3CCOCC3)c2C1	-11	-1	-5

# Looked up by compound from above (four):
entry	mol	hcGAS inh	NPYLR7 agonist	mcGAS lum
13	Cc1nc2c(c(=O)n1C)CCN(Cc1cn[nH]c1-c1ccccc1)CC2	-3	-8	.
8	Cc1ccc(S(=O)(=O)N2CCN(c3ccc(-c4cccnc4)nn3)CC2)s1	-5	1	.
3	COC(=O)CCCC(=O)N1CCN(Cc2cc(=O)c(OCc3cccc(F)c3)co2)CC1	-9	1	-7
17	CCn1c(C(C)NC(=O)COc2ccccc2C#N)nc2ccccc21 (stereo not drawn)	-4	-1	-17

# (listing goes on)
entry	mol	hcGAS inh	NPYLR7 agonist	mcGAS lum
21	COC(=O)c1ccc(COCC2=CC(C)(C)COc3ccc(OC)cc32)cc1	13	5	0
22	CCCCN(Cc1cccn1C)C(=O)CN(CCCOCC)C(=O)c1cccc(Cl)c1	3	-2	0
23	CCCNC(=S)N1CCc2cc(OC)c(OC)cc2C1CNC(=O)c1cccc(Cl)c1 (stereo not drawn)	-9	3	-7
24	Cn1cnnc1Sc1ccc(CN(Cc2cccnc2)C2CCCCCC2)o1	-4	-3	.
25	CN1CCN(C(CNC(=O)c2ccccc2)c2ccc3c(c2)CCN3C)CC1 (stereo not drawn)	-4	6	.
26	CCCCOc1ccc(C(=O)N2CCC[C@@H]2C(=O)NC2CCCC[C@H]2NC(=O)c2ccc(F)cc2)cc1 (stereo partly drawn)	-7	19	-4
27	CN(C)c1nc(N)nc(COc2cccc3c2CCC3=O)n1	-13	4	-7
28	Cc1nc(N)n(C(=O)c2cccc3ccccc23)n1	-4	-6	-10
29	COCC(=O)Nc1nn(C)c2c1CC(C)C(=O)N2 (stereo not drawn)	-6	-15	-11
30	COc1ccc(C2CCCN2S(=O)(=O)c2cccc(C(C)=O)c2)c(OC)c1 (stereo not drawn)	4	1	-9
31	CCOc1ccc(-c2ccnc(N3CCN(C(=O)c4ccccc4Cl)CC3)n2)cc1	1	7	2
32	Cc1ccc(C)c(C(=O)N2CCCC(CCC(=O)NC3CC3)C2)c1 (stereo not drawn)	-8	10	.
33	COC(=O)[C@@H]1C[C@@H](NC(=O)[C@@H]2CCCO2)CN1C	-2	6	.
34	COc1ccc(OCc2cc(C(=O)N(C)Cc3cc(C4CC4)n[nH]3)no2)c(Cl)c1	-7	5	-9
35	O=C(CCC1CCN(Cc2ccc3c(c2)Cc2ccccc2-3)CC1)NCC1CCCO1 (stereo not drawn)	-1	-2	.
36	O=C(CCCc1cn(S(=O)(=O)c2cccs2)c2ccccc12)NCCCn1cccn1	-6	-10	.
37	Cc1ccc2c(c1)CCN1C(=O)CN(C(=O)c3c(F)c(F)cc(F)c3F)CC21 (stereo not drawn)	-3	24	-5
38	CCOC(=O)c1nn(Cc2ccccc2)c2c1CN(C(=O)c1cc3ncccn3n1)CC2	-13	19	-5
39	CC(C)Cc1ccc(C(C)NC(=O)c2ccc(S(C)(=O)=O)cc2)cc1 (stereo not drawn)	-4	1	.
40	CC1(C)CC(NS(=O)(=O)c2ccc(Cl)cc2)CC(C)(C)N1	3	3	.
41	COc1ccccc1C(=O)Oc1ccc(I)cc1	-10	-6	.
42	COc1cc(NC(=O)Cn2nc(C)c([N+](=O)[O-])c2C)c(OC)cc1Cl	-3	-3	-4
43	CC(=C1C2C=CC1C1C(=O)NC(=O)C21)c1ccccc1 (stereo not drawn)	-8	-3	.
44	O=S(=O)(Nc1ccc(Oc2ccccc2)cc1)c1ccc(Cl)s1	-9	9	.
45	CCN(CC)c1cc(C(C)(C)C)nc(SCc2ccc(C(=O)NCC(C)C)cc2)n1	-2	-7	-3
46	Cc1nc(Nc2nc3ccccc3s2)nc2c1CCC2	-5	6	-5
47	CC1(C)CC(C)(c2ccc(O)cc2)c2ccccc2O1 (stereo not drawn)	-6	-10	.
48	CC(C)(C)c1ccc(/C=N\NC(=O)CSc2nnc(-c3ccc(Cl)cc3)n2-c2ccccc2)cc1	0	-6	-1
49	COc1ccc(CCNC(=O)N2CCC3(CC2)NC(=O)Cc2cc(OC)c(OC)cc23)cc1OC	-6	5	-6
50	O=C(NCCC1=CCCCC1)C1CC(=O)N(C2CCCCCC2)C1 (stereo not drawn)	-11	20	.
51	CCCN(Cc1c(CC)nn(-c2ccc(F)cc2)c1N1CCN(C(C)C)CC1)C(=O)c1ccc2c(c1)OCO2	2	6	-4
52	CC1=C(C(=O)OC(C)(C)C)C(c2ccc(C(C)(C)C)cc2)NC(=S)N1 (stereo not drawn)	-1	-5	.
53	Cc1nnc([S+]2CCCC2)s1	1	0	.
54	COc1ccccc1CCNC(=O)CSc1ccc(-c2ccc(-n3ccnc3)cc2)nn1	-2	-8	2
55	Cc1cc(S(=O)(=O)N(C)C)cc(NC(=O)C(C)(C)C#N)c1C	-17	10	.
56	O=C(Nc1ccc(N2CCOCC2)cc1)c1ccc2c(c1)OCO2	-5	8	.
57	CN(C)C(=O)N=NC(=O)N(C)C	1	-6	-2
58	CC(C)(Oc1ccc(CCNC(=O)c2ccc(Cl)cc2)cc1)C(=O)N1CCCC1c1nnc2c(C(F)(F)F)cccn12 (stereo not drawn)	-2	-5	0
59	COc1ccc(-c2cc(C(=O)N3CCN(Cc4ccc5c(c4)OCO5)CC3)n3nc(-c4ccccc4)cc3n2)cc1	-4	5	-9
60	COc1ccc(-c2cnc(-c3cccnc3)o2)cc1	3	1	-3

# Reformatted: results already given
# Below each compound – hcGAS inh	NPYLR7 agonist	mcGAS lum
51) CCCN(Cc1c(CC)nn(-c2ccc(F)cc2)c1N1CCN(C(C)C)CC1)C(=O)c1ccc2c(c1)OCO2
 : 2	6	-4
55) Cc1cc(S(=O)(=O)N(C)C)cc(NC(=O)C(C)(C)C#N)c1C
 : -17	10	.
60) COc1ccc(-c2cnc(-c3cccnc3)o2)cc1
 : 3	1	-3
49) COc1ccc(CCNC(=O)N2CCC3(CC2)NC(=O)Cc2cc(OC)c(OC)cc23)cc1OC
 : -6	5	-6
41) COc1ccccc1C(=O)Oc1ccc(I)cc1
 : -10	-6	.

# Looked up above:
# entry 53 @ hcGAS inh: 1
# entry 45 @ hcGAS inh: -2
# entry 57 @ NPYLR7 agonist: -6
# entry 54 @ hcGAS inh: -2
# entry 52 @ NPYLR7 agonist: -5

# Later entries:
entry	mol	hcGAS inh	NPYLR7 agonist	mcGAS lum
61	OCc1cc(Br)cc(Br)c1OCc1ccccc1F	-1	7	.
62	COc1ccc(CC(=O)Nc2ccc(Nc3ccc(-n4nc(C)c(C)c4C)nn3)cc2)cc1	0	-2	0
63	CCOC(=O)c1cc(-c2cccc(NC(=O)c3cc(C)oc3C)c2)n(-c2cccc(C)c2)n1	-5	22	-6
64	Cc1c(NC(=O)C(c2ccccc2)c2ccccc2)c(=O)n(-c2ccccc2)n1C	-5	18	-9
65	CCOP(=O)(Cc1ccc(NC(=O)c2c(C)cc(C)c3c2CC(C)(C)C3=O)cc1)OCC	-5	-17	-4
66	Cc1cc(C(=O)NC[C@@H]2OC[C@@]3(C)[C@H]4CC[C@@H](O)[C@@H](CC(=O)N5CCOCC5)[C@]4(C)CC[C@H]3O2)no1	-4	-11	-5
67	O=[N+]([O-])c1ccc2c(c1)S(=O)(=O)N=C2N1CCCCC1	-7	-9	-6
68	CC(C)c1ccc(NC(=O)CCc2csc(NC(=O)c3ccc[nH]c3=O)n2)cc1	-3	-9	-9
69	C=CCn1c(=O)c2c(nc3n(-c4ccc(Cl)cc4)c(C)cn23)n(C)c1=O	-11	12	.
70	c1ncn(-c2ccc(NCC3CCOCC3)cc2)n1	-3	3	.
71	COc1ccc(-c2cn(-c3ccc(OC)cc3)c3[n+]2-c2ccccc2CC3)cc1	-1	-3	.
72	COc1ccccc1C(=O)Nc1cccc(NC(=O)C(C)n2cccn2)c1 (stereo not drawn)	-6	2	-17
73	O=C(NCc1ccncc1)c1coc(CN(Cc2cccc(F)c2)CC2CC2)n1	-1	11	-3
74	O=C(c1noc2c1CCCCC2)N1CCOCC1	3	-1	.
75	CN(Cc1nccn1Cc1ccccc1)C(=O)c1ccc(=O)n(C)c1	-2	5	-18
76	COc1cccc(-c2cn[nH]c2C2CCN(Cc3ccncc3)CC2)c1	-9	14	-13
77	CCCC(C#N)NC(=O)c1cccc(-c2csc(C)n2)c1 (stereo not drawn)	-8	1	.
78	CC(CNC(=S)NC(=O)C1CCCC1)NC(=S)NC(=O)C1CCCC1 (stereo not drawn)	-6	-8	.
79	COc1ccc2nc(N(Cc3ccccc3)C(=O)c3ccno3)sc2c1	-5	-3	-4
80	O=C(c1ccc2c(c1)OCO2)C1CCCN(S(=O)(=O)c2cccc3nsnc23)C1 (stereo not drawn)	-2	2	.
81	CCn1cc(C(=O)N2CCN(C(=O)COc3ccccc3)CC2)c2nn(-c3ccccc3)c(=O)c-2c1	-8	0	-7
